Screening data as filed in PubChem BioAssay.
FBW7 activator: activators of human E3 ligase FBW7. 0.13% of 650,000 active. AID 1259310. normalized activity (activation), % at 26.1 µM. AlphaScreen FBW7–phospho-cyclin E peptide binding, activator screen. Q969H0; in the data active = normalized activity above about 1.9%;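 note: purified mutant Fbw7 with reduced substrate affinity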
TEAD-YAP block: TEAD-YAP interaction inhibition; HEK-TIYL cells, TEAD-Gal4/YAP UAS-luciferase luminescence; inhibition, % at 9.12 µM; 1.4% of 640,000 active; AID 1259422; in the data active = inhibition above about 32%;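 note: 0% = median of test compound wells and 100% = reference inhibitor wells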
GPR151 ag: human GPR151 activation; PathHunter beta-arrestin GPR151 cells, luminescence; activation, % at 11.2 µM; 1% of 650,000 active; AID 1508602; in the data active = activation above about 4.9%;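 note: 0% = median of compound wells and 100% = cells with positive control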
Target sequence (Q8TDV0 whole entry, looked up): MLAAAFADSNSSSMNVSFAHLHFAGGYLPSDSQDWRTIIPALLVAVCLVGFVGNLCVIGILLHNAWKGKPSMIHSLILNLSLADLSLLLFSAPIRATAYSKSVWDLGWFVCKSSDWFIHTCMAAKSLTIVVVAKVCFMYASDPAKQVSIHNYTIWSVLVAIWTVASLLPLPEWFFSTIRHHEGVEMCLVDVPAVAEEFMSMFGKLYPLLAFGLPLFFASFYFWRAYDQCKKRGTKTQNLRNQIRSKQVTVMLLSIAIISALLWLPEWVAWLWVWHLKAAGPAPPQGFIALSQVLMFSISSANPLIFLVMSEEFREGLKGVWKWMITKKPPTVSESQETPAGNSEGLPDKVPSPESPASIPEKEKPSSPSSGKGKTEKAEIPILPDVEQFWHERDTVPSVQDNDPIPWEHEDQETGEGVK
MITF inh: human MITF inhibition, primary screen. AlphaScreen MITF homodimerization, bead proximity signal. inhibition, % at 2.6 µM. 0.91% of 650,000 active. AID 1259374; in the data active = inhibition above about 50%;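 note: 0% = vehicle wells with protein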
Target sequence (O75030 whole entry, looked up): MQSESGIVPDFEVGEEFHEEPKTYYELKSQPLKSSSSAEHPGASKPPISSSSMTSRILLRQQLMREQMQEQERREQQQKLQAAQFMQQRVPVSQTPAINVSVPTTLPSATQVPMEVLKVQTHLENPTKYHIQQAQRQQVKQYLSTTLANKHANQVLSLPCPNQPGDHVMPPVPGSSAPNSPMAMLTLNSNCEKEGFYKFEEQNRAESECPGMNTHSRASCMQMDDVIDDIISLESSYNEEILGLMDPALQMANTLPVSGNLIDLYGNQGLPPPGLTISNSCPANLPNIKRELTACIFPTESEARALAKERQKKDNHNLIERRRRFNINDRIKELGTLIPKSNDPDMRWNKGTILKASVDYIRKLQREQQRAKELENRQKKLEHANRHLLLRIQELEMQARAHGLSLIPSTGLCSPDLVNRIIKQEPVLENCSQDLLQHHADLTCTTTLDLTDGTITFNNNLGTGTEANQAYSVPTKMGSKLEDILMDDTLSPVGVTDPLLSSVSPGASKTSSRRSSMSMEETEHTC
Starred values were filed as active, the others as inactive.

`Cc1ccc(C(=O)N2CCN3C(=O)[C@H](CO)NC(=O)[C@H]3C2)cc1F` gave FBW7 activator 0.1, TEAD-YAP block -3, GPR151 ag -1.1 and MITF inh -7.
COC(=O)C1=C(C)N(c2ccc(OC)cc2)C(=O)/C1=C\c1ccc(Br)cc1 was read as FBW7 activator 0.0, TEAD-YAP block -10, GPR151 ag 2.0 and MITF inh 6.
Screening CCOC(=O)N1CCN(Cc2ccc(-c3ccccc3)cc2)CC1 returned FBW7 activator 0.4, TEAD-YAP block 10, GPR151 ag 0.5 and MITF inh -18.
For O=C(c1ccccc1F)N(Cc1cccs1)C1CCS(=O)(=O)C1 (configuration not stated) the results were FBW7 activator 0.0, TEAD-YAP block -3, GPR151 ag 0.6 and MITF inh 9.
`CC(=O)C1=C(C)N(Cc2ccccc2)C(=O)NC1c1ccccc1Cl` (configuration not stated) gave FBW7 activator -0.1, TEAD-YAP block -2, GPR151 ag -0.1 and MITF inh -8.
CCOC(=O)c1cc(C)sc1/N=C/C1C(=O)CC(C)(C)CC1=O was read as FBW7 activator 0.1, TEAD-YAP block -5, GPR151 ag 0.5 and MITF inh 20.
`O=C(Nc1ccccc1)c1csc(Nc2nccc3ccccc23)n1` gave FBW7 activator 0.3, TEAD-YAP block -15, GPR151 ag -2.6 and MITF inh 5.
CC(C)OCCCNC(=O)CCCCCn1c(=S)[nH]c2cc3c(cc2c1=O)OCO3 was read as FBW7 activator 0.2, TEAD-YAP block 7, GPR151 ag 0.9 and MITF inh 0.
Screening COc1ccc(C2C3=C(CCCC3=O)Nc3[nH]c(=O)[nH]c(=O)c32)cc1 (configuration not stated) returned FBW7 activator -0.1, TEAD-YAP block -3, GPR151 ag 0.6 and MITF inh -4.
NC(=O)COC(=O)CC12CC3CC(CC(C3)C1)C2 was read as FBW7 activator 0.3, TEAD-YAP block -2, GPR151 ag -1.2 and MITF inh 8.
`COc1cccc(NC(=O)c2ccc(N3C(=O)C4CC=C(C)CC4C3=O)cc2)c1` (configuration not stated) gave FBW7 activator -0.1, TEAD-YAP block -4, GPR151 ag 1.0 and MITF inh 2.
Screening COCCn1c(=NC(=O)c2ccccc2S(C)(=O)=O)sc2cc(F)ccc21 returned FBW7 activator -0.1, TEAD-YAP block -44, GPR151 ag 0.8 and MITF inh 1.
Screening Cc1c(-c2ccc(Cl)cc2Cl)nc2ccccc2c1C(=O)N1CCN(c2ccccc2)CC1 returned FBW7 activator 0.0, TEAD-YAP block -3, GPR151 ag -0.5 and MITF inh 1.
For CCOC(=O)C1CCCN(CC(O)COc2cccc(C)c2C)C1 (configuration not stated) the results were FBW7 activator -0.3, TEAD-YAP block 7, GPR151 ag 1.1 and MITF inh -2.
`COc1ccc2[nH]c3c(=O)n(CCC(=O)NCc4ccccc4OC)c(=S)[nH]c3c2c1` gave FBW7 activator 0.0, TEAD-YAP block 1, GPR151 ag -0.1 and MITF inh 2.
CCNc1nc(NC(C)(C)C)nc(SC(C(C)=O)C(C)=O)n1 was read as FBW7 activator -0.1, TEAD-YAP block 42*, GPR151 ag 2.3 and MITF inh 3.
For O=C(Nc1ccc(-c2nc3ccccc3s2)cc1)c1cc(Cl)ccc1Cl the results were FBW7 activator -0.2, TEAD-YAP block 9, GPR151 ag 0.1 and MITF inh 12.
Screening CCOc1ccc(-n2c(SCC3OCCO3)nc3c(sc(=S)n3-c3ccc(C)c(C)c3)c2=O)cc1 returned FBW7 activator 0.6, TEAD-YAP block -7, GPR151 ag -1.0 and MITF inh 13.
Screening CCc1ccccc1NC(=O)c1cc2c(CO)cnc(C)c2oc1=N returned FBW7 activator -0.2, TEAD-YAP block -8, GPR151 ag -1.4 and MITF inh 7.
Cc1cc2c(=O)n(C)c(SCC(N)=O)nc2s1 was read as FBW7 activator 0.6, TEAD-YAP block 4, GPR151 ag -1.4 and MITF inh 17.

Sorted by length of the SMILES (highest first): some entries from above.
`COc1ccc2[nH]c3c(=O)n(CCC(=O)NCc4ccccc4OC)c(=S)[nH]c3c2c1` gave FBW7 activator 0.0, TEAD-YAP block 1, GPR151 ag -0.1 and MITF inh 2.
Screening COc1ccc(C2C3=C(CCCC3=O)Nc3[nH]c(=O)[nH]c(=O)c32)cc1 (configuration not stated) returned FBW7 activator -0.1, TEAD-YAP block -3, GPR151 ag 0.6 and MITF inh -4.
For O=C(Nc1ccc(-c2nc3ccccc3s2)cc1)c1cc(Cl)ccc1Cl the results were FBW7 activator -0.2, TEAD-YAP block 9, GPR151 ag 0.1 and MITF inh 12.
CCOC(=O)c1cc(C)sc1/N=C/C1C(=O)CC(C)(C)CC1=O was read as FBW7 activator 0.1, TEAD-YAP block -5, GPR151 ag 0.5 and MITF inh 20.
Screening CCOC(=O)N1CCN(Cc2ccc(-c3ccccc3)cc2)CC1 returned FBW7 activator 0.4, TEAD-YAP block 10, GPR151 ag 0.5 and MITF inh -18.
NC(=O)COC(=O)CC12CC3CC(CC(C3)C1)C2 was read as FBW7 activator 0.3, TEAD-YAP block -2, GPR151 ag -1.2 and MITF inh 8.
Cc1cc2c(=O)n(C)c(SCC(N)=O)nc2s1 was read as FBW7 activator 0.6, TEAD-YAP block 4, GPR151 ag -1.4 and MITF inh 17.

More entries follow:
Screening COc1ccc(-c2nc(CS(=O)CC(=O)NCc3ccc(Cl)cc3)c(C)o2)cc1 (configuration not stated) returned FBW7 activator 0.2, TEAD-YAP block 10, GPR151 ag -0.7 and MITF inh 8.
Screening CCCC(=O)Nc1ccccc1NC(=O)COc1ccc(Br)cc1 returned FBW7 activator 0.2, TEAD-YAP block 4, GPR151 ag 2.7 and MITF inh -2.
Screening COc1ccc(NC2=NCC(=O)N2Cc2cccs2)cc1 returned FBW7 activator 0.1, TEAD-YAP block 10, GPR151 ag 1.2 and MITF inh 12.
N/C(Cc1cccs1)=N\OC(=O)c1ccc([N+](=O)[O-])cc1 was read as FBW7 activator -0.3, TEAD-YAP block -35, GPR151 ag 1.7 and MITF inh 22.
Screening CCOC(=O)Cc1ccc(NC(=O)c2ccccc2Br)cc1 returned FBW7 activator -0.2, TEAD-YAP block 2, GPR151 ag 1.7 and MITF inh 17.
For COC(=O)C1=CN(CC2CCCO2)C=C(C(=O)OC)C1c1ccc(OC)c(OC)c1OC (configuration not stated) the results were FBW7 activator 0.1, TEAD-YAP block -2, GPR151 ag 0.1 and MITF inh -4.
Screening O=C(Nc1ccccc1Br)c1ccc([N+](=O)[O-])c(Cl)c1 returned FBW7 activator -0.1, TEAD-YAP block 1, GPR151 ag -1.1 and MITF inh 3.
Screening Cc1ccc([N+](=O)[O-])cc1N1C(=O)Nc2ccccc2N1O returned FBW7 activator 0.0, TEAD-YAP block 5, GPR151 ag 0.8 and MITF inh 7.
Screening CCN(C(C)=O)c1cccc2ccccc12 returned FBW7 activator 0.0, TEAD-YAP block -9, GPR151 ag -0.4 and MITF inh 3.
For CC(C)(C)c1ccc(-c2nnc(SCC(=O)N3CCCCC3)o2)cc1 the results were FBW7 activator -0.2, TEAD-YAP block -2, GPR151 ag -0.5 and MITF inh 8.
O=C(CNc1n[nH]c(=O)[nH]c1=O)N/N=C/c1ccccc1OCc1ccccc1 was read as FBW7 activator 0.2, TEAD-YAP block -2, GPR151 ag -0.4 and MITF inh 5.
CCOC(=O)C1=C(N)OC2=C(C(=O)CC(C)(C)C2)C1c1ccccc1 (configuration not stated) was read as FBW7 activator 0.3, TEAD-YAP block 3, GPR151 ag 1.3 and MITF inh 6.
Screening COc1cccc(CN2CCN(S(=O)(=O)c3ccc(C)cc3)CC2)c1O returned FBW7 activator 0.0, TEAD-YAP block -4, GPR151 ag -0.3 and MITF inh -4.
CCC(=O)NNC(=O)COc1ccc(Cl)cc1 was read as FBW7 activator 0.0, TEAD-YAP block -7, GPR151 ag -0.4 and MITF inh 9.
Screening Cc1ccccc1-c1nc2ccc(-c3ccc4nc(-c5ccccc5C)[nH]c4c3)cc2[nH]1 returned FBW7 activator -0.2, TEAD-YAP block 11, GPR151 ag 0.0 and MITF inh 2.
O=[N+]([O-])c1ccc(/C=C/c2ccccn2)cc1 was read as FBW7 activator -0.1, TEAD-YAP block -37, GPR151 ag -3.8 and MITF inh 3.
Screening CC(C)Cc1ccc(C(C)C(=O)Nc2nccs2)cc1 (configuration not stated) returned FBW7 activator -0.3, TEAD-YAP block -3, GPR151 ag 0.5 and MITF inh 6.
O=C(NCc1cc2ccccc2s1)c1ccc(CN2CCCC2)[nH]c1=O was read as FBW7 activator 0.0, TEAD-YAP block 1, GPR151 ag 0.8 and MITF inh 2.
For O=C(NCCCCNC(=O)c1cccs1)c1cccs1 the results were FBW7 activator 0.1, TEAD-YAP block -19, GPR151 ag -1.0 and MITF inh 10.
COC(C(=O)Nc1ccc(F)c(F)c1)c1ccccc1 (configuration not stated) was read as FBW7 activator -0.1, TEAD-YAP block 4, GPR151 ag -1.3 and MITF inh -2.
`O=C(O)C1=CC(=C(c2ccc(O)c(C(=O)O)c2)c2ccc(O)c(C(=O)O)c2)C=CC1=O` gave FBW7 activator -0.6, TEAD-YAP block -8, GPR151 ag 2.0 and MITF inh 64*.
Screening CCC(C)Nc1nc2ccccc2n2c(C)nnc12 (configuration not stated) returned FBW7 activator 0.0, TEAD-YAP block -1, GPR151 ag 0.0 and MITF inh -5.
For O=C(NCCOc1ccccc1)c1cc(NC2CCC(O)CC2)nc2ccccc12 (configuration not stated) the results were FBW7 activator 0.2, TEAD-YAP block 14, GPR151 ag 1.9 and MITF inh 10.
`CCC(=O)N1CCN(c2ccccc2NC(=O)COc2ccc(Br)cc2)CC1` gave FBW7 activator 0.0, TEAD-YAP block -11, GPR151 ag -0.4 and MITF inh -4.
`COc1ccc(/C=N/Nc2nnnn2-c2cccc3ccccc23)cc1OC` gave FBW7 activator -0.1, TEAD-YAP block -11, GPR151 ag 0.8 and MITF inh 4.
For CC1Cc2ccccc2N1C(=O)CN1C(=O)C(=O)N(Cc2ccccc2)C1=O (configuration not stated) the results were FBW7 activator 0.1, TEAD-YAP block 1, GPR151 ag -1.4 and MITF inh 11.
For COc1ccc(C2C(C(C)=O)=C(O)C(=O)N2c2nccs2)c(OC)c1 (configuration not stated) the results were FBW7 activator -0.2, TEAD-YAP block -5, GPR151 ag 0.2 and MITF inh -4.
Screening CC(=O)Nc1cccc(C(=O)N2CCCCCC2)c1 returned FBW7 activator 0.8, TEAD-YAP block 12, GPR151 ag -1.7 and MITF inh 13.
For CCOC(=O)C1=C(N)Oc2cc(C)oc(=O)c2C1c1cccc(F)c1 (configuration not stated) the results were FBW7 activator 0.0, TEAD-YAP block 3, GPR151 ag 0.1 and MITF inh -4.
`COc1ccc(NC(=O)CN2CCN(S(=O)(=O)c3ccc(OC)cc3)CC2)cc1` gave FBW7 activator 0.0, TEAD-YAP block 20, GPR151 ag -0.6 and MITF inh 9.
`CCCCc1ccc(NC(=O)COc2ccc(S(=O)(=O)N3CCCC3)cc2)cc1` gave FBW7 activator 0.1, TEAD-YAP block 3, GPR151 ag -0.3 and MITF inh 11.
For COC(=O)C1=C(C)Nc2nnnn2C1c1cccc(OC)c1 (configuration not stated) the results were FBW7 activator 0.1, TEAD-YAP block -5, GPR151 ag -0.2 and MITF inh -11.
Screening Cc1onc(-c2ccccc2)c1C(=O)N(C)C returned FBW7 activator -0.2, TEAD-YAP block 6, GPR151 ag 0.2 and MITF inh 3.
Screening CC(C)(C)C(=O)Nc1cccc2c1C(=O)c1ccccc1C2=O returned FBW7 activator 0.0, TEAD-YAP block 7, GPR151 ag 0.3 and MITF inh 16.
CCN(CC)C(C(=O)Nc1ccc2c(c1)OCCO2)c1ccccc1 (configuration not stated) was read as FBW7 activator 0.3, TEAD-YAP block -21, GPR151 ag -1.5 and MITF inh -2.
Cc1ccc(/C=C2\C(=O)Nc3ccc(C)cc32)cc1 was read as FBW7 activator 0.0, TEAD-YAP block 9, GPR151 ag -0.5 and MITF inh 14.
Screening CCOCCCNC(=O)c1sc2ncnc(NCc3ccco3)c2c1C returned FBW7 activator 0.1, TEAD-YAP block 3, GPR151 ag 2.3 and MITF inh -6.
Screening O=C(NCCc1nc(-c2ccc(Cl)cc2)n[nH]1)c1cccs1 returned FBW7 activator 0.2, TEAD-YAP block -4, GPR151 ag -1.4 and MITF inh 4.
`O=C(COC(=O)C1CCC(=O)N1)Nc1ccc(Br)cc1` (configuration not stated) gave FBW7 activator -0.1, TEAD-YAP block -12, GPR151 ag -0.2 and MITF inh -9.
`CCOC(=O)C1=C(C)NC2=C(C(=O)C(C(=O)OCC)C(c3ccccc3OC)C2)C1c1ccc(OCC)cc1` (configuration not stated) gave FBW7 activator -0.1, TEAD-YAP block -8, GPR151 ag 3.0 and MITF inh 2.
For CCN(CC)S(=O)(=O)c1ccc(C(=O)Nc2c3c(nn2-c2ccc(Cl)cc2)CSC3)cc1 the results were FBW7 activator 0.2, TEAD-YAP block 0, GPR151 ag -0.5 and MITF inh 11.
`Nc1nonc1-c1nc2ccccc2n1CCCc1nn[nH]n1` gave FBW7 activator 0.4, TEAD-YAP block -1, GPR151 ag -1.4 and MITF inh 15.
Screening Cc1cccc(NC(=O)c2ccc(Oc3ccc(C(=O)Nc4cccc(C)c4C)cc3)cc2)c1C returned FBW7 activator 0.0, TEAD-YAP block 3, GPR151 ag 0.2 and MITF inh 7.
CCN(C(=O)c1cnc(N2CCN(c3ccccc3OC)CC2)c2ccccc12)c1ccc(F)cc1 was read as FBW7 activator -0.2, TEAD-YAP block 24, GPR151 ag 0.9 and MITF inh -12.
